# Screening results from PubChem.
# RGS8-Gao – regulators of human RGS8-Galphao interaction. multiplexed bead flow cytometry, RGS8-Galphao binding; actives lie on both sides. AID 1423. hit rate 0.34% among 220,000. response (percent of control binding), % at 10 µM; in the data active = response below about 60% or above about 140%; inactive = in between;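 note: Galphao activated as the GDP aluminium fluoride complex binding bead-coupled RGS8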
# Target sequence (P09471 whole entry, looked up): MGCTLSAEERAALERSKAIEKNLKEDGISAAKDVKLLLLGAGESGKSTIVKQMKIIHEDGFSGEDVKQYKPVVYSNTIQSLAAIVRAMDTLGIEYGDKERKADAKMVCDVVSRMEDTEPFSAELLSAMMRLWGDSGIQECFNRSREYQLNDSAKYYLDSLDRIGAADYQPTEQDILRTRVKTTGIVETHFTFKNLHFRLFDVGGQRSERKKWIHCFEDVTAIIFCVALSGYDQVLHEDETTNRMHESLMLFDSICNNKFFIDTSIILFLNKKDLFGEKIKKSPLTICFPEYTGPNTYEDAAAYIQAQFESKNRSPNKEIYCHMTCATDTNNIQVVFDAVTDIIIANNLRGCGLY
# RGS4-Gao reg – human RGS4-Galphao interaction regulation; P09471; Multiplexed bead flow cytometry, RGS4-Galphao binding; actives lie on both sides; binding response (% of control), % at 10 µM; hit rate 0.33% among 220,000; in the data active = binding response below about 49% or above about 150%; inactive = in between;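 note: fluorescent Galphao activated with aluminum fluoride binding bead-coupled RGS4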
# RGS7-Gao reg – human RGS7-Galphao interaction regulation; AID 1439; P09471; Multiplexed bead flow cytometry, RGS7-Galphao binding; actives lie on both sides; binding response (% of control), % at 10 µM; hit rate 0.35% among 220,000; in the data active = binding response below about 49% or above about 150%; inconclusive = no clear call, values can overlap the other calls; inactive = in between;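 note: fluorescent Galphao held in activated GDP-AlF4 state binding bead-coupled RGS7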
# * = called active by the depositor; ? = inconclusive. Only part of the results is shown, so the mix of outcomes need not match the whole.
RGS8-Gao,SMILES,RGS4-Gao reg,RGS7-Gao reg
98,O=c1n(Cc2ccccc2Cl)nc2n1-c1ccccc1SC2,98,?
123,Cc1ccc(OCC(O)CNCc2ccccc2)cc1C (stereo unspecified),134,?
99,O=C(O)c1ccc2c(=O)n(-c3ccccc3)c(=S)[nH]c2c1,97,?
70,Oc1ccc(/C=N/NC(=S)Nc2cccnc2)c(O)c1O,94,?
101,Cc1csc2c(N3CCN(C(=O)Nc4ccc(OC(F)(F)F)cc4)CC3)ncnc12,104,?
101,O=c1ccnc2n1COCS2,95,?
102,CN1CCSc2ccc(C(=O)Nc3ccc(Cl)cc3)cc21,106,?
100,Cc1cc(C)c(/C=C(\C#N)S(=O)(=O)c2ccccc2)[nH]1,101,?

RGS8-Gao,SMILES,RGS4-Gao reg,RGS7-Gao reg
102,Nc1c(C(=O)c2ccccc2)sc2nsc(SCCN3CCCC3)c12,106,?
98,COc1ccc(N2CCN(Cc3nc4c(c(=O)[nH]c(=O)n4C)n3Cc3cccc(Cl)c3)CC2)cc1,96,?
80,Cc1onc(-c2c(F)cccc2Cl)c1-c1nnc(-c2ccc(C(F)(F)F)cc2)o1,68,?
102,Cc1nn(-c2cc(C(F)(F)F)ccn2)c(=O)o1,102,?
98,Cc1cc(=O)nc2c3ccccc3n(C(C)C(=O)NCCC(C)C)n12 (stereo unspecified),94,?
101,CC(C)CC(C)NC(=O)c1ccc(C(F)(F)F)cc1 (stereo unspecified),98,?
97,Cc1ccc(C(=O)NCC(=O)OCC(=O)Nc2cccc(S(=O)(=O)N3CCCC3)c2)cc1C,99,?
100,Cc1ccc(C)c(-n2cc(CNC(C)Cn3cncn3)c(-c3ccccc3)n2)c1 (stereo unspecified),99,?

RGS8-Gao,SMILES,RGS4-Gao reg,RGS7-Gao reg
102,COc1cc(OC)cc(C(=O)NCC(=O)OCc2cc(=O)oc3cc(OC)ccc23)c1,102,?
112,N#CCCn1cc(/C=N/N=C2\NC(=O)C(CC(=O)O)S2)c(-c2ccc(F)cc2)n1 (stereo unspecified),109,?
101,Cc1cc(NC(=O)COn2nnc3ccc(S(C)(=O)=O)cc32)ccc1Br,98,?
102,Nc1ccc(C(=O)c2cccs2)cn1,101,?
100,O=C(O)c1[nH]c2ccc(Cl)cc2c1CCN1C(=O)c2ccccc2C1=O,116,?
100,COc1cc(/C=C/C(=O)O)cc(S(=O)(=O)Nc2cccc(S(=O)(=O)N3CCOCC3)c2)c1OC,101,?
102,COc1ccc(-n2c(N)cc(=O)[nH]c2=O)cc1,102,?
101,CN(Cc1ccccc1)S(=O)(=O)c1ccc(Cl)c(C(=O)OCC(N)=O)c1,97,?

RGS8-Gao,SMILES,RGS4-Gao reg,RGS7-Gao reg
103,Cc1cc(C(=O)Nc2ccccc2)oc(=O)c1,106,?
105,c1ccc(CNc2nc(NCc3ccccc3)c3ccccc3n2)cc1,115,?
102,Cc1ccc(-c2nnc(Nc3ccc(C(=O)N(C)C)cc3)c3ccccc23)cc1S(=O)(=O)NC(C)(C)CO,104,?
98,O=C(Nc1nc2ccsc2c(=O)s1)C1CCC1,98,?
91,CCn1c(N)[n+](CC(=O)Nc2ccc(SC(F)F)cc2)c2ccccc21,86,?
101,N#C/C(=C\c1ccc(-c2ccccc2[N+](=O)[O-])o1)C(N)=O,100,?
100,CCOC(=O)Cc1csc(NC(=O)/C=C/c2ccco2)n1,98,?
93,Cc1cc(C(=O)NNc2ccc(F)cc2F)no1,94,?

RGS8-Gao,SMILES,RGS4-Gao reg,RGS7-Gao reg
101,Cc1ccc(-c2csc3nc4cc(C(N)=O)ccc4c(=O)n23)cc1,102,?
103,O=C(CO/N=C/c1ccccc1OC(F)F)NCc1ccco1,103,?
101,O=C1CC(/C=C/c2ccc([N+](=O)[O-])cc2)=Nc2ccccc2N1,106,?
101,CCOC(=O)c1sc(SC)c2c1CCCC2=O,99,?
100,CC(=O)Nc1ccc(N/C=C2/CCCC2=O)cc1,101,?
99,NC1=NC(=Nc2cccc(S(=O)(=O)N3CCOCC3)c2)c2ccccc21,101,?
102,COc1cc(/C=C(/C#N)c2nc(-c3cc4ccccc4oc3=O)cs2)cc([N+](=O)[O-])c1O,102,?
98,COc1ccc(-c2nn(-c3ccccc3)cc2C2CC(c3cccs3)=NN2C(=O)CCC(=O)O)cc1 (stereo unspecified),97,?

RGS8-Gao,SMILES,RGS4-Gao reg,RGS7-Gao reg
99,CC(C)C12CN3CC(C(C)C)(CN(C1)C3c1ccc([N+](=O)[O-])o1)C2=O (stereo unspecified),97,?
94,O=C(COC(=O)CNC(=O)c1ccc(Cl)cc1)Nc1cccc(S(=O)(=O)N2CCCC2)c1,91,?
103,O=[N+]([O-])c1ccccc1OCC(O)CNC1CCCC1 (stereo unspecified),102,?
102,COC(=O)c1ccc(CN2CCCCC2)cc1,104,?
100,CC1C(=O)NC(=O)C1c1ccccc1 (stereo unspecified),94,?
100,CCOC(=O)/C(C#N)=C/c1c(N2CCN(Cc3ccc4c(c3)OCO4)CC2)nc2c(C)cccn2c1=O,96,?
101,CC(C)CC1C2C(=O)N(c3ccccc3)C(=O)C2ON1c1ccccc1 (stereo unspecified),99,?
99,Cc1cccc(-c2noc(-c3ccno3)n2)c1,101,?

RGS8-Gao,SMILES,RGS4-Gao reg,RGS7-Gao reg
99,O=C(Cn1nc(C(=O)O)c2ccccc2c1=O)Nc1ccc2c(c1)C(=O)c1ccccc1C2=O,109,?
103,CN(C)c1cc(-c2cccc([N+](=O)[O-])c2)oc(=O)c1Cl,107,?
83,O=C(NCCNc1nccc(C(F)(F)F)n1)c1cccc(C(F)(F)F)c1,72,?
101,CN1C(=S)SC(/[N+]([O-])=C\c2ccccc2F)C1(C)C (stereo unspecified),104,?
100,CC/C(=N\NC(N)=O)c1ccc(OC(F)F)cc1,91,?
100,CCNc1nc(NCC)nc(N/N=C/c2ccc(O)c(OC)c2)n1,101,?
96,O=C(Nc1nnc(COc2ccccc2F)s1)Nc1ccccc1F,98,?
89,C=CCC(CC)C(=O)NC(=O)N1CCCc2ccccc21 (stereo unspecified),83,?

# A portion of the results above, for reference:
RGS8-Gao,SMILES,RGS4-Gao reg,RGS7-Gao reg
100,CCOC(=O)Cc1csc(NC(=O)/C=C/c2ccco2)n1,98,?
93,Cc1cc(C(=O)NNc2ccc(F)cc2F)no1,94,?
101,Cc1ccc(-c2csc3nc4cc(C(N)=O)ccc4c(=O)n23)cc1,102,?
103,O=C(CO/N=C/c1ccccc1OC(F)F)NCc1ccco1,103,?
101,O=C1CC(/C=C/c2ccc([N+](=O)[O-])cc2)=Nc2ccccc2N1,106,?
101,CCOC(=O)c1sc(SC)c2c1CCCC2=O,99,?
100,CC(=O)Nc1ccc(N/C=C2/CCCC2=O)cc1,101,?
99,NC1=NC(=Nc2cccc(S(=O)(=O)N3CCOCC3)c2)c2ccccc21,101,?
102,COc1cc(/C=C(/C#N)c2nc(-c3cc4ccccc4oc3=O)cs2)cc([N+](=O)[O-])c1O,102,?
98,COc1ccc(-c2nn(-c3ccccc3)cc2C2CC(c3cccs3)=NN2C(=O)CCC(=O)O)cc1 (stereo unspecified),97,?
99,CC(C)C12CN3CC(C(C)C)(CN(C1)C3c1ccc([N+](=O)[O-])o1)C2=O (stereo unspecified),97,?
94,O=C(COC(=O)CNC(=O)c1ccc(Cl)cc1)Nc1cccc(S(=O)(=O)N2CCCC2)c1,91,?
103,O=[N+]([O-])c1ccccc1OCC(O)CNC1CCCC1 (stereo unspecified),102,?
102,COC(=O)c1ccc(CN2CCCCC2)cc1,104,?
100,CC1C(=O)NC(=O)C1c1ccccc1 (stereo unspecified),94,?
100,CCOC(=O)/C(C#N)=C/c1c(N2CCN(Cc3ccc4c(c3)OCO4)CC2)nc2c(C)cccn2c1=O,96,?
101,CC(C)CC1C2C(=O)N(c3ccccc3)C(=O)C2ON1c1ccccc1 (stereo unspecified),99,?
99,Cc1cccc(-c2noc(-c3ccno3)n2)c1,101,?
99,O=C(Cn1nc(C(=O)O)c2ccccc2c1=O)Nc1ccc2c(c1)C(=O)c1ccccc1C2=O,109,?
103,CN(C)c1cc(-c2cccc([N+](=O)[O-])c2)oc(=O)c1Cl,107,?
83,O=C(NCCNc1nccc(C(F)(F)F)n1)c1cccc(C(F)(F)F)c1,72,?
101,CN1C(=S)SC(/[N+]([O-])=C\c2ccccc2F)C1(C)C (stereo unspecified),104,?
100,CC/C(=N\NC(N)=O)c1ccc(OC(F)F)cc1,91,?

# (list continues)
RGS8-Gao,SMILES,RGS4-Gao reg,RGS7-Gao reg
99,Cc1ccc(C[n+]2cc(-c3ccc(Cl)cc3)n3c2CCC3)cc1,97,?
99,O=C(CC(Cc1ccccc1)c1ccco1)NCc1ccco1 (stereo unspecified),101,?
101,CC(=C/c1ccccc1)/C=N/N1CCN(Cc2ccc(C)cc2)CC1,97,?
102,NC(=S)N/N=C1\CC(c2ccc3c(c2)OCCO3)Oc2ccc(F)cc21 (stereo unspecified),100,?
93,CCN(C(=O)CSc1nnc(-c2cccs2)n1CC)C1CCS(=O)(=O)C1 (stereo unspecified),94,?
101,CC(C)c1ccc(C(=O)NC(=S)Nc2ccc3[nH]c(=O)[nH]c3c2)cc1,102,?
102,Cc1sc2nc(C)n(/N=C/N(C)C)c(=O)c2c1C,98,?
88,CSc1ccc(C2CC(=O)Nc3c2c(=O)n(C)c(=O)n3C)cc1 (stereo unspecified),83,?

RGS8-Gao,SMILES,RGS4-Gao reg,RGS7-Gao reg
100,CC(C)[C@H](NC(=O)c1ccco1)C(=O)OCC(=O)Nc1ccc(Cl)c(S(=O)(=O)N(C)C)c1,99,?
100,CC1=NNC(=O)C1CC(=O)N/N=C/C(Br)=C/c1ccccc1 (stereo unspecified),100,?
99,CCCCNc1nc2cccnc2s1,98,?
100,COC(=O)c1cnc(Oc2c(Cl)cc(N)cc2Cl)cc1C(F)(F)F,96,?
100,CN(C)CCCNc1oc(/C=C/c2ccccc2)nc1C#N,100,?
109,O=C(O)CC/C(=N\Nc1ccc(S(=O)(=O)N2CCOCC2)cc1[N+](=O)[O-])c1cccs1,109,?
99,COc1ccc(C2c3c(ncn(CCCO)c3=N)Oc3ccc4ccccc4c32)cc1OC (stereo unspecified),101,?
99,CCOC(=O)c1ccc(NC(C)=O)c([N+](=O)[O-])c1,101,?

RGS8-Gao,SMILES,RGS4-Gao reg,RGS7-Gao reg
102,Cc1c(C(=O)NCCSCc2c(F)cccc2Cl)cnn1-c1ccc(F)cc1,97,?
93,CC(=O)Nc1sc2c(c1CN1CCCC1)CCCC2,91,?
97,Cc1ccc(-n2nc(C)c(=O)c(-c3ccccc3)c2NC(=O)c2cccs2)cc1,99,?
100,COc1ccc(/C=N/NC(=O)c2cccnc2)cc1CN1CCc2ccccc2C1,100,?
97,NC(=O)C1CCN(C(=S)NC2CC3C=CC2C3)CC1 (stereo unspecified),95,?
98,COc1ccccc1NC(=O)O/N=C(\N)c1ccccc1,105,?
97,Cc1ccccc1NC(=O)Nc1cc(-c2ccccc2)nn1C,80,?
94,Cc1cc(C)c2cc(C(=O)N3CCC(Cc4ccccc4)CC3)[nH]c2c1,90,?

RGS8-Gao,SMILES,RGS4-Gao reg,RGS7-Gao reg
101,O=C(O)/C=C/C(=O)Nc1ccc(OC(F)(F)F)cc1Br,100,?
105,C[C@@H]1C=C(C(=O)NC2CC2)O[C@H](OCc2ccc(CO)cc2)C1,104,?
102,NNC(=O)c1ccc(COc2ccc3ccccc3c2)cc1,95,?
102,COc1ccc(-c2[nH]ncc2CN2CCC(O)(c3ccc(Cl)cc3)CC2)cc1,100,?
